MCF10A rereplic = DNA re-replication induction in MCF 10a cells | AID 624296 | MCF 10A DNA re-replication, Hoechst nuclear intensity, 48 h | Potency, µM (series often up to 46.1 µM), without a hit: at the top dose activity, positive = re-replication, actives largely listed as activators | 2.9% of 350,000 active; further: % of control where 0% means no effect; nearly all actives have a fitted effect of over 50% in size
Nrf2 block = blocks Nrf2 signaling; A549 ARE-Fluc reporter, luciferase luminescence, 18-24 h; Potency, µM (titrated, usually from 46 µM), for inactives: top-dose activity change, negative = inhibition, actives largely listed as inhibitors; 2.1% of 360,000 active; further: on the % scale 0 is the no-effect control and ±100 the full control effect; nearly all actives have a fitted effect of over 60% in size
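In this cell-based qHTS, ARE-driven firefly luciferase in A549 cells reports Nrf2 activity; the luminescent signal after BugLite lysis is the measured value, with a prior CellTiter-Fluor read for cell health.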
TGFb SMAD3 inh = TGF-b pathway inhibition; HepG2 CAGA-GFP TGF-b/SMAD3 reporter, GFP fluorescence, 18 h; TGF-beta stimulated, 500 pg/mL final; Potency, µM (series often up to 46.1 µM), for inactives: top-dose activity, negative = inhibition, hits mostly inhibitors; 1.2% of 410,000 active; AID 588855; further: on the % scale 0 is the no-effect control and ±100 the full control effect; nearly all actives have a fitted effect of over 65% in size
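TGF-beta reporter screen: HEPG2 CAGA-GFP, 1% FBS, 500 pg/mL TGF-beta final, 18 h; per-cell GFP summed per well; curves fitted and categorized by class.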
EPAC2 antagonist = blocks human EPAC2 exchange factor | Potency, µM (top dose mostly 114 µM), for inactives: at the top dose activity, negative = inhibition, usual class: inhibitors | 0.18% of 360,000 active | EPAC2 GEF exchange of Rap1B-BODIPY-GDP, fluorescence; further: on the % scale 0 is the no-effect control and ±100 the full control effect; nearly all actives have a fitted effect of over 45% in size; many of its hits are not listed in these tables
Target sequence (Q8WZA2 whole entry, looked up): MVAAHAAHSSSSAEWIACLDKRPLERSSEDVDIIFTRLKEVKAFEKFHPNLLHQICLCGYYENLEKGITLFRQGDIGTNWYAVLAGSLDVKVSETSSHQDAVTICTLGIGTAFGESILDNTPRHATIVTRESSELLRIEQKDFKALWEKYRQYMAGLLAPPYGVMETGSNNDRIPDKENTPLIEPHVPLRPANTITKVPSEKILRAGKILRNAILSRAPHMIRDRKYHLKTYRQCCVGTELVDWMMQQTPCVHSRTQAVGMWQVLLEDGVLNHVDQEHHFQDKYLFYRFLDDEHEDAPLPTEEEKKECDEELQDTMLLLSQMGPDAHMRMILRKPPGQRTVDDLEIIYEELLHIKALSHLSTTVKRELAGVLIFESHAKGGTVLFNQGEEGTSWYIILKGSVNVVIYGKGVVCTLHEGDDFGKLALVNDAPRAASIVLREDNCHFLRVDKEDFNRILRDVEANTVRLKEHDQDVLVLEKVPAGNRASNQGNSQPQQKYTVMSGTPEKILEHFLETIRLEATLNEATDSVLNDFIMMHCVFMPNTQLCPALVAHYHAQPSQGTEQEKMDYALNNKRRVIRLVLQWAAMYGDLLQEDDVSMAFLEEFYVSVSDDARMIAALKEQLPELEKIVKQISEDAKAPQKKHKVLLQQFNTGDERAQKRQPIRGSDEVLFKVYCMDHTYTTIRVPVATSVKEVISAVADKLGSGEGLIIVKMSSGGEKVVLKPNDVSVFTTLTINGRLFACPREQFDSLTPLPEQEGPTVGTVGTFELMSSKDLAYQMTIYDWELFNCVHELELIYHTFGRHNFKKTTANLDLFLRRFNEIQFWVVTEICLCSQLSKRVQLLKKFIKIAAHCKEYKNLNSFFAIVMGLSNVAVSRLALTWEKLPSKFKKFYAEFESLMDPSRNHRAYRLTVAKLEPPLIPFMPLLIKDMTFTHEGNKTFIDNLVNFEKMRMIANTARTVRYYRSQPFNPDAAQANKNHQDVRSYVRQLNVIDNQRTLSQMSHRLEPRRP
ATXN viability = cell viability loss in ATXN counter-screen | Potency, µM (top dose mostly 56.7 µM), usual class: cytotoxic | 0.49% of 400,000 active | S2 cells (HEK-293 line with an ATXN2-luciferase reporter) viability, CellTiter-Fluor protease fluorescence, 24 h; further: nearly all actives have a fitted effect of over 40% in size
Nrf2 ARE act = Nrf2 pathway activation; AREc32 ARE-luciferase reporter (MCF7-derived line), luminescence, 24 h; Potency, µM (titrated, usually from 46.1 µM), for the others: top-dose activation, hits mostly activators; 0.31% of 410,000 active; AID 624171; further: % of control where 0% means no effect; nearly all actives have a fitted effect of over 65% in size
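ARE-driven firefly luciferase activity in AREc32 cells measured after a 24 hr compound exposure at 37 deg C, using Steady-Glo reagent and a 30 min room-temperature hold.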
ATXN2 expr inh = reduces ATXN2 reporter expression in HEK-293 cells; HEK-293 ATXN2-luciferase reporter, luminescence, 24 h; Potency, µM (titrated, usually from 57 µM), inactives show at the highest dose activity change, negative = inhibition, actives largely listed as inhibitors; 0.72% of 360,000 active; further: on the % scale 0 is the no-effect control and ±100 the full control effect; nearly all actives have a fitted effect of over 55% in size
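qHTS (up to 57 uM final) was run with 24 h compound exposure of reporter cells at 37 °C. Each well was multiplexed: SteadyGlo luminescence measured ATXN2-luciferase expression after a fluorogenic Gly-Phe-AFC viability readout (25 uM final).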
A549 tox = A549 cytotoxicity, counter-screen for Nrf2 inhibitors; 0.16% of 390,000 active; A549 ARE-Fluc cells, CellTiter-Fluor viability, 18-24 h; Potency, µM (titrated, usually from 46 µM), without a hit: top-dose activity change, negative = cytotoxicity, usual class: inhibitors; further: on the % scale 0 is the no-effect control and ±100 the full control effect
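A549 ARE-Fluc cells in 5% FBS OPTI-MEM, 5000 cells/well, rested 2 h then exposed to compounds in concentration-response for 18-24 h at 37 °C. Viability by CellTiter-Fluor fluorescence (Ex 405/Em 525) after 30 min; luciferase luminescence (BugLite, 15 min, RT) read afterwards.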
HepG2 viability = kills HepG2 cells in TGF-b inhibitor counter-screen. HepG2 CAGA-GFP viability, ATP luminescence, 18 h. Potency, µM (series often up to 46.1 µM), inactives show top-dose activity change, negative = cytotoxicity, usual class: cytotoxic. 0.76% of 410,000 active. AID 588856; further: some results filed as inactive show a strong effect at the top dose
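CellTiter-Glo luminescence gave cytotoxicity after 18 hours at 37 degrees C. The cells were HepG2 CAGA-GFP in 1% FBS DMEM, stimulated with 500 pg/mL TGF-beta after compound addition. %Activity was normalised to no-cell wells (complete cell-killing) and DMSO (no toxicity), and curves were fitted and classified.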
* = called active by the depositor; i = inactive; ? = inconclusive; / = no result given; [ ] = dose if it differs, or a comment. The call rests on the fitted dose curve; in most records, active means well fitted curve in the direction sought with a large enough effect; inconclusive means small, poorly fitted or top-dose-only effect, or another doubt; inactive means no such curve, though single readings can be large; an effect the other way counts as inactive or inconclusive. Potency means the concentration at half of the fitted maximal effect.

Structure,MCF10A rereplic,Nrf2 block,TGFb SMAD3 inh,EPAC2 antagonist,ATXN viability,Nrf2 ARE act,ATXN2 expr inh,A549 tox,HepG2 viability
COc1ccc(CCN2CC(C(=O)NCCc3cn[nH]c3)CCC2=O)cc1 (stereo not drawn),5%,16%,0%,-2%,i,0.0%,-8%,4%,-40%
Cc1cc(Nc2ccc(F)cc2F)n2ncnc2n1,0%,3%,0%,-9%,i,0.1%,-6%,-1%,-12%
CCC(O)(CC)C(=O)NN(C(=O)CCl)c1ccccc1,15%,?,?,12%,?,?,-17%,-4%,-25%
CC(=O)Nc1cccc(C(=O)Nc2ccccc2N2CCOCC2)c1,?,-21%,25%,13%,i,-0.8%,-4%,-21%,8%
O=C(CN(Cc1ccccc1)S(=O)(=O)c1ccc(Cl)cc1)NCC1CCCO1 (stereo not drawn),-3%,7%,1%,2%,i,-0.8%,7%,2%,5%
COc1ccc(CNc2nn[nH]n2)cc1OC,29%,-3%,0%,2%,i,-0.8%,1%,-3%,0%
COc1ccccc1NC(=O)c1c(Nc2ccccc2F)sc(C(=O)Nc2cccc(Cl)c2)c1N,?,?,16µM*,-13%,?,2.0%,?,?,-36%
Clc1cccc(CN2CCN(Cc3nc(CCc4ccccc4)no3)CC2)c1,13%,-8%,-14%,-6%,i,0.0%,-5%[11.3 µM],1%,-17%
CN(C(=O)c1cc(S(=O)(=O)N2CCc3ccccc32)cn1C)C1CCCCC1,-1%,?,-19%,12%,i,-0.1%,-21%,3%,-22%
Cc1ccc(-c2n[nH]c(=S)n2Cc2ccccc2)cc1,13%,?,-23%,-2%,i,-0.1%,2%,-8%,1%

In a second layout: results already given
Below each SMILES: MCF10A rereplic	Nrf2 block	TGFb SMAD3 inh	EPAC2 antagonist	ATXN viability	Nrf2 ARE act	ATXN2 expr inh	A549 tox	HepG2 viability
O=C(CN(Cc1ccccc1)S(=O)(=O)c1ccc(Cl)cc1)NCC1CCCO1 (stereo not drawn)
 : -3%	7%	1%	2%	i	-0.8%	7%	2%	5%
COc1ccc(CNc2nn[nH]n2)cc1OC
 : 29%	-3%	0%	2%	i	-0.8%	1%	-3%	0%
COc1ccccc1NC(=O)c1c(Nc2ccccc2F)sc(C(=O)Nc2cccc(Cl)c2)c1N
 : ?	?	16µM*	-13%	?	2.0%	?	?	-36%
Clc1cccc(CN2CCN(Cc3nc(CCc4ccccc4)no3)CC2)c1
 : 13%	-8%	-14%	-6%	i	0.0%	-5%[11.3 µM]	1%	-17%

Next section
Structure,MCF10A rereplic,Nrf2 block,TGFb SMAD3 inh,EPAC2 antagonist,ATXN viability,Nrf2 ARE act,ATXN2 expr inh,A549 tox,HepG2 viability
Cc1nc(CC(=O)Nc2cccc(C)c2C)cs1,/,?,-2%,/,/,1.4%,/,4%,-2%
C[C@@H]1CN([C@H](C)CO)C(=O)Cc2cc(NC(=O)Nc3ccccc3)ccc2O[C@@H]1CN(C)Cc1ccc2c(c1)OCO2,20%,-89%,16µM*,-11%,?,-6.5%,?,?,18µM*
CCOC(=O)C1CCN(c2nc3c(S(=O)(=O)c4ccccc4)nnn3c3ccc(Cl)cc23)CC1,/,-30%,27%,/,i,0.0%,3%,-4%,0%
COc1ccc(/C=C/C(=O)NC(=S)N2CCN(c3ccccn3)CC2)cc1OC,7%,1%,-10%,-1%,i,-0.4%,-13%,-1%,4%
Cc1c(N=C2C=CC(=O)c3ccccc32)c(=O)n(-c2ccccc2)n1C,?,?,?,-14%,/,-1.5%,?,?,-100%
CC(C)COc1ccccc1C1CC(=O)Nc2cc3c(cc21)OCO3 (stereo not drawn),/,8.2µM*,?,/,?,-0.3%,?,-17%,-93%
COC(=O)CN(c1ccc(OC)cc1)S(=O)(=O)c1ccc(OC)c(OC)c1,5%,-9%,35%[activator],0%,i,-0.8%,6%,-5%,19%
C=CCNC(=S)NNC(=O)c1cc(Cl)ccc1OC,1%,4%,9%,2%,i,?,11%,3%,-3%
CNC(=S)N1CCN(c2ccccn2)CC1,7%,-6%,-1%,4%,i,-0.2%,6%,1%,-8%
O=C1NCCN1CCNS(=O)(=O)c1ccc(F)cc1,-8%,-16%,3%,-7%,i,-0.2%,-5%,1%,2%
Cc1oc(-c2ccccc2)nc1C(=O)Nc1nccs1,17%,?,-21%,0%,i,16%,27%,0%,-23%
N#CC1=C(N)OC2=C(C(=O)CCC2)C1Cc1ccccc1 (stereo not drawn),1%,?,24%,12%,i,0.0%,-3%,0%,-4%
COc1ccc(C(=O)NC23CC4CC(CC(C4)C2)C3)cc1OC,?,4%,-5%,0%,i,-0.6%,9%,-5%,-19%
CC(C)(C)NC(=O)C(c1ccncc1)N(C(=O)c1csnn1)c1cccc2ccccc12 (stereo not drawn),-4%,15%,0%,15%,i,3.5%,-14%,7%,8%
COc1ccc(N(C(=O)c2snc(C(N)=O)c2N)C(CC(C)C)C(=O)NCC2CCCO2)cc1 (stereo not drawn),-8%,3%,2%,-2%,i,0.4%,-2%,1%,3%
CCOC(=O)C1(Cc2cccc(OC)c2)CCN(Cc2cnc(C)s2)CC1,16%,-11%,-7%,-12%,i,0.3%,-30%,12%,1%
COc1ccc(NC(=O)c2cccc3c(-c4cnn(C)c4)coc23)cc1,/,/,19%,6%,i,-0.7%[9.22 µM],-17%,/,-20%
COc1ccc(Cl)cc1N(CC(=O)NCCSc1ccccn1)S(=O)(=O)c1ccccc1,8%,-17%,14%,-11%,?,0.3%,7%,-3%,7%
O=C1C2C3C=CC(C3=C(c3ccccc3)c3ccccc3)C2C(=O)N1Cc1ccccc1 (stereo not drawn),?,-18%,?,2%,i,2.0%,24%,-24%,-3%
Cc1cc(C)n(C2CC(=O)N(c3cc(Cl)cc(Cl)c3)C2=O)n1 (stereo not drawn),1%,3%,-7%,1%,i,-0.8%,/,1%,-2%
COC(=O)C1=C(C)NC(=S)NC1c1ccco1 (stereo not drawn),0%,1%,?,-1%,i,-0.1%,15%,-5%,-1%
COc1c(C)cc(S(=O)(=O)NC2CC(C)(C)NC(C)(C)C2)c(C)c1C,?,-1%,3%,-3%,i,-1.0%,2%,0%,-17%
CCn1c(=O)n(CC(=O)N(C)Cc2ccccc2)c(=O)c2ccccc21,-2%,?,-5%,17%,i,3.8%,15%,-1%,0%
O=C(C[C@H]1C/C=C/CC[C@@H](Cc2ccc(F)cc2)C(=O)OC[C@H](c2ccccc2)NC1=O)NCCO,6%,-2%,-1%,0%,i,1.4%,0%,-1%,-9%
Fc1ccccc1/C=C/c1ccc2ccccc2n1,16%,?,-9%,-4%,i,?,30%,?,-34%
Cc1cccc(C(=O)NCc2nnc(SC(C)C(=O)Nc3nnc(C)s3)n2C)c1 (stereo not drawn),20%,-13%,32%,-4%,i,0.3%,-5%,1%,-1%
COc1ccc(/C=N/NC(=O)c2ccc(Cn3cc([N+](=O)[O-])cn3)o2)cc1O,-2%,/,34%[activator],13%,i,3.3%,7%,-2%,4%
CCc1ccccc1NC(=O)CSc1nnc(-c2nonc2NC(C)=O)n1C,/,9%,-14%,/,i,0.5%,-3%,0%,3%
O=C(Nc1ccc(Cl)c(S(=O)(=O)N2CCOCC2)c1)[C@@H]1CCCN1C(=O)c1cccs1,-13%,-14%,-2%,1%,?,-0.4%,3%,-3%,-1%
O=C(NC1CCCC1)C(c1ccncc1)N(C(=O)c1csnn1)C1CCCC1 (stereo not drawn),-2%,8%,1%,18%,i,0.5%,-10%[11.3 µM],1%,-1%
Cc1ccc(S(=O)(=O)c2nnn3c2nc(NC2CCCCCC2)c2sccc23)cc1C,/,?,36%,/,/,0.3%,/,-23%,-1%
O=C(NCc1ccc2c(c1)OCO2)C1CCN(S(=O)(=O)c2cccs2)CC1,?,1%,?,0%,i,0.1%,-8%,-1%,9%
CNc1nc2cc([N+](=O)[O-])c([N+](=O)[O-])cc2nc1NC,25%,?,7.1µM*,12%,i,10%,?,?,-3%
COc1ccc(C(=O)N2CCN(c3cccc(Cl)c3)CC2)cc1S(=O)(=O)NC1CC1,23µM*,12%,2%,-3%,?,3.8%,8%,-19%,-4%
COc1cc(NC(=O)c2ccc3c(c2)S(=O)(=O)N=C2CCCCCN23)cc(OC)c1,3%,0%,?,-6%,i,1.9%,-14%,0%,-1%
CCN1c2ccccc2-c2nc3ccccc3n2C1c1ccco1 (stereo not drawn),?,?,-20%,-9%,i,11%,-7%,-10%,-11%
CC(=O)Nc1ccc(C(=O)N2CCCCC2c2cc(C(=O)Nc3cccc4c3CCCC4)no2)cc1 (stereo not drawn),/,/,0%,-24%,?,0.3%,?,/,-30%
COc1cc(C(=O)OCCCN=C2NS(=O)(=O)c3ccccc32)cc(OC)c1OC,-4%,0%,20%,-11%,i,-0.1%,2%,-4%,8%
Cc1cccc(NC(=O)COC(=O)CN2CCCCCC2=O)c1C,6%,1%,28%,-6%,i,-0.3%,-11%,1%,-87%
C=C(Br)Cn1c(CCC)nc2ccccc21,20%,-21%,9%,7%,i,-0.8%,-11%,-14%,-9%
O=C(CCN1C(=O)c2ccccc2C1=O)C1=NN[C@@H]2C(=O)N(c3ccc4c(c3)OCCO4)C(=O)[C@H]12,0%,1%,-12%,1%,i,-1.2%,-12%,-2%,-21%
COc1cccc(-c2csc3nc[nH]c(=O)c23)c1,5%,2%,1%,-3%,i,0.5%,-12%,4%,-4%
CN(c1ccc(C(=O)N2CCN(c3ccc(F)cc3)CC2)cc1)S(C)(=O)=O,1%,-21%,31%,3%,i,0.1%,1%,-3%,1%
O=C(c1c[nH]c2ccc(S(=O)(=O)Nc3ccccc3F)cc2c1=O)N1CCCCCC1,/,8%,-6%,/,i,-0.5%,6%,6%,-7%
COc1ccc(Cl)cc1NC(=O)c1ccccc1C,-5%,?,-16%,10%[57.1 µM],i,17%,-13%,-2%,-19%

From PubChem BioAssay

These rows are one share of the data; rates above refer to the full screens.
